Assay outcomes from PubChem.
TDP-43 yeast inh – qHTS of TDP-43 Inhibitors. TDP-43 expressing yeast growth rescue, BacTiter-Glo, 24 h. Potency, µM (series often up to 46.1 µM), for inactives: at the top dose growth rescue (activation), hits mostly activators. 410,000 compounds, 1.8% hits. AID 652104, 2013; further: potency means the concentration at half of the fitted maximal effect; % of control where 0% means no effect; nearly all actives have a fitted effect of over 50% in size
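Yeast expressing TDP-43 (pregrown in raffinose, seeded at OD600=0.02 in galactose medium) exposed to compounds 24 hr at 30 deg C. Growth read by BacTiter-Glo luminescence; rescue of toxicity appears as increased signal.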
Abeta rescue – qHTS for compounds that reverse cellular toxicity of Amyloid beta (A-beta) peptide in yeast: Primary Screen; 410,000 compounds, 0.063% hits; yeast expressing A-beta42, growth rescue, OD600, 48 h; response scale: 0% DMSO, 100% iron-clioquinol control; Potency, µM (titrated, usually from 46.1 µM), for the others: at the top dose growth rescue, actives largely listed as activators; AID 1347071, 2019; further: potency means the concentration at half of the fitted maximal effect; nearly all actives have a fitted effect of over 55% in size
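Growth rescue measured by 600 nm absorbance after 48 h yeast culture at 30 C with compound. Values normalized between DMSO and an equimolar ferric chloride plus clioquinol control.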
PTHR1 agonist – qHTS for PTHR1 Agonists: Primary Screen; HEK293 GP2 PTHR1 cells, GloSensor cAMP luminescence, 1 h; Potency, µM (highest dose often 115 µM), without a hit: at the top dose activation, usual class: activators; 410,000 compounds, 0.075% hits; AID 743266, 2014; further: potency means the concentration at half of the fitted maximal effect; nearly all actives have a fitted effect of over 55% in size; some results filed as inactive show a strong effect at the top dose; inactives centre near -15; many of its hits are not listed in these tables
Target sequence (Q03431 whole entry, looked up): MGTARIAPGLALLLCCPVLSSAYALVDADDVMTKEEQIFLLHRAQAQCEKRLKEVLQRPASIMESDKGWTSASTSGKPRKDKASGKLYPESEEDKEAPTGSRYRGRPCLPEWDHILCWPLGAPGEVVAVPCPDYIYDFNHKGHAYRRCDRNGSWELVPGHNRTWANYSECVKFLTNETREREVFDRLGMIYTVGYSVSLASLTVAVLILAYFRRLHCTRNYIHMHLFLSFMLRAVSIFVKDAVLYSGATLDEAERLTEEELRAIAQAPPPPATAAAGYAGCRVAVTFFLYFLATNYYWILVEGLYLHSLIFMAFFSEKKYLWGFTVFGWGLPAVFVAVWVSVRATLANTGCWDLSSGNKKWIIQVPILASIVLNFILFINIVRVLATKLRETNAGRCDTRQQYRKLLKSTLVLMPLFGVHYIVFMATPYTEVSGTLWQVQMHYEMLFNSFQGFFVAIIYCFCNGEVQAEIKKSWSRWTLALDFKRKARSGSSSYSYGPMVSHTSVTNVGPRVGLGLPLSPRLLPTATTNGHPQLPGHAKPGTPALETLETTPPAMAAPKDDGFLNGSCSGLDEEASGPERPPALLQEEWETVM
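HEK-293-derived GP2 cells expressing PTHR1 and a GloSensor cAMP reporter, 3,000/well, plated overnight, given luciferin plus IBMX (each 0.5 mM as added) for 1 h at 37 °C, then compound for 1 h at 37 °C. Luminescence was read after 15 min at room temperature.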
FUS suppressor – qHTS for Suppressors of FUS Proteinopathy: Primary screen using FUS-linked yeast assay. S. cerevisiae FUS-expressing, growth rescue, OD600, 24 h. AID 1347120, 2019. 390,000 compounds, 0.24% hits. Potency, µM (series often up to 76.6 µM), without a hit: at the top dose growth rescue (activation), usual class: activators;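 further: potency means the concentration at half of the fitted maximal effect; plate controls were DMSO vehicle for no effect and reference control for full effect; nearly all actives have a fitted effect of over 55% in size; some results filed as inactive show a strong effect at the top dose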
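Cultures pregrown in 2.5% raffinose medium are shifted to minimal medium containing 2% galactose to express toxic FUS. Compounds are tested at several concentrations. After 24hr at 30C, growth is quantified at 600 nm absorbance.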
aSyn yeast inh – qHTS of alpha-syn Inhibitors | Yeast expressing alpha-synuclein, growth rescue, BacTiter-Glo, 24 h | Potency, µM (series often up to 46.1 µM), for the others: at the highest dose growth rescue (activation), usual class: activators | 370,000 compounds, 0.14% hits | AID 652106, 2013; further: potency means the concentration at half of the fitted maximal effect; % of control where 0% means no effect; nearly all actives have a fitted effect of over 65% in size
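Galactose-induced alpha-syn yeast (OD600=0.02, raffinose-pregrown) + pinned cpd, 24 hr, 30 deg C; growth by BacTiter-Glo luminescence. Growth restoration scores as activation.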
DRD3 antagonist – qHTS of D3 Dopamine Receptor Antagonist: qHTS | 360,000 compounds, 2.5% hits | D3R cells, DiscoveRx beta-arrestin luminescence, antagonist mode; hits give low values | D(3) dopamine receptor (Homo sapiens), P35462 | max response, negative = inhibition, %; in the data active means max response below about -50%; inconclusive means no clear call, values can overlap the other calls; further: on the % scale 0 is the no-effect control and ±100 the full control effect; mostly tested at two doses, the higher about 12 µM
Target sequence (P35462 whole entry, looked up): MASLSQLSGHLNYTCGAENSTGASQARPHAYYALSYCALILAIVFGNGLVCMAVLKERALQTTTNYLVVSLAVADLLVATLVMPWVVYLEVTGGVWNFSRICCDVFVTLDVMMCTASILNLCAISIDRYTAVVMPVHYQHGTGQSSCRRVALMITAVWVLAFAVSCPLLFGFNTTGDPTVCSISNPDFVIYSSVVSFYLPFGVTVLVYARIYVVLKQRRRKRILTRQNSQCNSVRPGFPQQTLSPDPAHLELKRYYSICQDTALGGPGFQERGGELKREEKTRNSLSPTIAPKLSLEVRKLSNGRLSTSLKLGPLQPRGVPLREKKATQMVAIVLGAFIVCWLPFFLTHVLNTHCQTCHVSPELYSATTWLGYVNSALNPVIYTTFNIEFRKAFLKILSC
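Cells plated overnight at 1500 cells/well, then exposed to library compounds with dopamine controls for 90 minutes at 37 degrees C. DiscoveRx reagent added for 30–60 minutes at room temperature; luminescence read, quantitative HTS format.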
GLP-1R inv ag – qHTS of GLP-1 Receptor Inverse Agonists (Inhibition Mode). HEK293 GLP-1R CRE-luciferase, luminescence, 24 h; GLP-1R form is constitutively active. Potency, µM (top dose mostly 38.3 µM), inactives show at the highest dose activity change, negative = inhibition, most hits filed as inhibitors. 410,000 compounds, 1.6% hits; further: potency means the concentration at half of the fitted maximal effect; on the % scale 0 is the no-effect control and ±100 the full control effect; nearly all actives have a fitted effect of over 55% in size
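Readout was luciferase luminescence, measured 12 min after detection reagent at room temperature. Beforehand, GLP-1R reporter HEK293 cells had sat 12 h, then received compounds for 24 hr at 37 deg C.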
pAkt inh – HTS Assay for Inhibitors of Akt Phophorylation: Primary Screen | 360,000 compounds, 0.32% hits | activity change, % for hits at 50 µM | Neuro2A IGF-stimulated pAkt S473 HTRF, 20 min; hits give low values | AID 651550, 2012; in the data active means activity change below about -80%; inconclusive means mostly about -51% to -80%; further: on the % scale 0 is the no-effect control and ±100 the full control effect
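Neuro2A cells in DMEM with 0.5% FBS, overnight at 37 deg C, given compound at single 50 µM final, then IGF (6 nM final) for 20 min at 37 deg C. Lysed; phospho-Akt Ser473 by HTRF after 24 h, 665/615 ratio.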
GLP-1R agonist – qHTS of GLP-1 Receptor Agonists | HEK293 GLP-1R CRE-luciferase, luminescence, 4-6 h; cells express a hypersensitive GLP-1R form | Potency, µM (series often up to 45.6 µM), without a hit: at the highest dose activation, hits mostly activators | 380,000 compounds, 0.007% hits | AID 624172, 2012 | Glucagon-like peptide 1 receptor (Homo sapiens), P43220; further: potency means the concentration at half of the fitted maximal effect; % of control where 0% means no effect
Active calls of the source: *; i = inactive; ? = inconclusive; nt = no result given; & = joins results of further samples; [ ] = another dose, or the depositor's remark. Unless noted, the call rests on the fitted dose curve; in most records, active means well fitted curve in the direction sought with a large enough effect; inconclusive means small, poorly fitted or top-dose-only effect, or another doubt; inactive means no such curve, though single readings can be large; an effect the other way counts as inactive or inconclusive. This is a subset; count on the stated rates, not on these rows.

SMILES,TDP-43 yeast inh,Abeta rescue,PTHR1 agonist,FUS suppressor,aSyn yeast inh,DRD3 antagonist,GLP-1R inv ag,pAkt inh,GLP-1R agonist
Cc1cc2oc(=O)cc(CN3CCC(C)CC3)c2cc1Cl,17%,5%,-8%,19%,4%,-52*,3%,i,-3%
O=C(Nc1ccn(Cc2ccccc2)n1)c1cccc(F)c1,-9%[0.397 µM],-6%,-30%[inhibitor],5%,2%,-4,-30%,i,5%
CN(Cc1ccccc1)C(=O)COc1ccc(-c2nnco2)cc1,19%,5%,i,nt,1%,-5,36%[activator],i,17%
COc1ccc(NC(=O)C(Cc2ccccc2)NS(=O)(=O)c2ccc3c(c2)oc(=O)n3C)c(OC)c1 (stereo unspecified),-16%,-15%,-96%[inhibitor],17%,nt,nt,-6%,nt,nt
CC(=O)Oc1ccc(C(=O)Nc2nnc(C)s2)cc1,1%,6%,-1%,nt,-1%,5,10%,i,-1%
CCOc1ccc(CNC(=S)N/N=C/c2cccnc2)cc1,18%,2%,i,2%,1%,0,?,i,19%
CCC(Sc1nc2ccccc2c2nc(CCc3c(C)n[nH]c3C)nn12)C(=O)Nc1ccc(OC)cc1 (stereo unspecified),?,-5%,i,-19%,nt,nt,13%,nt,nt
O=C(Nc1ccc(Br)cc1)c1cccnc1N1CCOCC1,19%,0%,i,15%,0%,6,-28%,i,-1%
CCOc1ccc(NS(=O)(=O)c2ccc(NC(=S)NC(C)=O)cc2)cc1,-22%,1%,i,6%,-3%,-27,-9%,i,9%
CC1=C(/C=C/C(C)=C/C=C/C(C)=C/C(=O)O)C(C)(C)CCC1,8%,-5%,-23%,-9%,-20%&17%,6,-32%,i,-5%&-2%
CC(C)C(NS(=O)(=O)c1ccc2c(c1)oc(=O)n2C)C(=O)N1CCN(c2ccccc2F)CC1 (stereo unspecified),15%,2%,i,-2%,-3%,-19,2%,i,17%
O=C(CCC1CCCCC1)NCc1cccnc1,0%,2%,i,-5%,5%,14,7%,i,-2%

Record cards, as listed above.
CCOc1ccc(NS(=O)(=O)c2ccc(NC(=S)NC(C)=O)cc2)cc1 reads TDP-43 yeast inh: -22%; Abeta rescue: 1%; PTHR1 agonist: i; FUS suppressor: 6%; aSyn yeast inh: -3%; DRD3 antagonist: -27; GLP-1R inv ag: -9%; pAkt inh: i; GLP-1R agonist: 9%
CC(C)C(NS(=O)(=O)c1ccc2c(c1)oc(=O)n2C)C(=O)N1CCN(c2ccccc2F)CC1 (stereo unspecified) reads TDP-43 yeast inh: 15%; Abeta rescue: 2%; PTHR1 agonist: i; FUS suppressor: -2%; aSyn yeast inh: -3%; DRD3 antagonist: -19; GLP-1R inv ag: 2%; pAkt inh: i; GLP-1R agonist: 17%

Next structures
SMILES,TDP-43 yeast inh,Abeta rescue,PTHR1 agonist,FUS suppressor,aSyn yeast inh,DRD3 antagonist,GLP-1R inv ag,pAkt inh,GLP-1R agonist
CC1CCC/C(=C\Nc2ccccc2C(=O)O)C1=O (stereo unspecified),-4%,14%,-1%[57.5 µM],10%,17%,-9,10%,i,-8%
COC(=O)[C@@]1(Cc2ccccc2)[C@H]2C(=O)N(C)C(=O)[C@H]2[C@H]2CN=C(SCc3ccc(Cl)cc3)N21,20%,2%,-23%,-4%,-1%,-21,-3%,i,3%
Cc1cccc(NCC(O)Cn2cnc3c2c(=O)n(C)c(=O)n3C)c1 (stereo unspecified),-16%,-10%,-73%[inhibitor][57.5 µM],9%,-3%,?,3%,i,4%
Cc1cc2oc3c(c(=O)c2cc1C)C(c1cccc(Br)c1)N(Cc1ccco1)C3=O (stereo unspecified),-6%,-2%,-6%[57.5 µM],16%,7%,-16,-20%,i,-4%
COc1ccc(CNC(=O)Nc2ccc(C)c(C)c2)cc1,1%,-10%,-15%,-9%,1%,3,-26%,i,17%
O=C(O)c1ccc(COCC(F)(F)C(F)F)o1,1%,7%,-9%,-14%,3%,-3,2%,i,-5%
COCCNC(=O)NC(=O)COC(=O)c1ccc2[nH]c3c(c2c1)CCCC3,0%,-7%,i,8%,-1%,32,?,i,5%
CCCNC(=O)c1cc(C2CCCCN2C(=O)c2ccc(NC(C)=O)cc2)on1 (stereo unspecified),0%,?,i,-17%,-4%,-14,-15%,i,9%
O=C(N/N=C/c1c(F)c(F)c(F)c(F)c1F)c1ccc(Cn2cc(Br)cn2)o1,-28%,0%,-25%,nt,6%,-10,-4%,i,-6%
Clc1cccc(Cl)c1CSc1nnc(/C=C/c2ccccc2)o1,-1%,8%,i,2%,2%,0,?,i,8%
CCOC(=O)/C(C#N)=C/c1cc2ccccc2nc1N1CCCCC1,-3%,-28%,-34%[inhibitor],nt,-7%,50,0%,i,11%
CCCc1cc(=O)oc2cc(C)cc(OCC(=O)NC3CCN(Cc4ccccc4)CC3)c12,-3%,nt,-21%,8%,-1%,-28,13%,i,-4%
COc1ccc(CCC(C)NCc2ccccc2OC)cc1 (stereo unspecified),0%,3%,34%,-1%,0%,-27,-24%,i,-4%
O=C(NCCc1ccccc1)C1CCC(CNS(=O)(=O)c2cccs2)CC1 (stereo unspecified),-4%,17%,i,11%,3%,6,?,i,8%
CCC(=O)N1CCc2cc(Br)cc(S(=O)(=O)CCC(=O)NCCc3cccc(C)c3)c21,3%,0%,28%,15%,nt,nt,-4%,nt,nt
Cc1c(C(=O)NCc2ccc(C#N)cc2)sc(=O)n1Cc1ccccn1,9%,-7%,i,-5%,-1%,19,-9%,i,7%
COc1ccc(/C=N/NC(=O)CC(=O)N/N=C/c2ccc(OC)cc2)cc1,-14%[0.397 µM],1%,-16%,18%,0%,-4,9%,i,10%
c1ccc(CSc2nnc(-c3ccco3)c(-c3ccco3)n2)cc1,-15%,-20%,-3%[57.5 µM],38%,17%,-7,9%,i,4%
CCOC(=O)/C(C(C)=O)=C1\OC(=O)c2ccccc21,-9%,-5%,i,12%,5%,-19,-4%,nt,-5%
CCCC(C(=O)NC(C)(C)C)N(CC1CCCO1)C(=O)CNS(=O)(=O)c1ccc(F)cc1 (stereo unspecified),-12%,-1%,i,0%,10%,16,3%,i,3%
O=C(O)c1cccc(-c2csc(C(O)c3ccc(F)cc3)n2)c1 (stereo unspecified),11%,-4%,-25%,-22%,1%,1,-21%,i,-2%
Cc1ccc(S(=O)(=O)Cn2nnnc2CN(Cc2ccco2)Cc2cccs2)cc1,-22%,-15%,i,29%,-3%,?,?,i,-2%
COc1cc2c(cc1NC(=O)c1cccc([N+](=O)[O-])c1C)oc1ccccc12,-6%,-9%,19%[57.5 µM],55%,-12%,12,?,i,-1%
CN(C)C=Nc1nonc1-c1ncn[nH]1,-7%,-6%[9.22 µM],-24%,-40%,19%,2,4%,i,-3%
CCCCn1c(N)c(N(CCC(C)C)C(=O)C2CSC3(C)CCC(=O)N23)c(=O)[nH]c1=O (stereo unspecified),-14%,8%,-11%,28%,-11%,-8,0%,i,-1%
O=[N+]([O-])c1ccc(N2CCNCC2)cc1Sc1nc2ccccc2[nH]1,-16%,4%,5%,?,3%,-66*,-24%,i,6%
COC(=O)C1=NNC(C(=O)c2ccco2)C1c1ccccc1 (stereo unspecified),2%,-7%,-20%,15%,0%,12,0%,i,2%
O=C(NCCOC(=O)c1ccccc1)c1ccccc1,11%,-8%,i,-12%,-7%,-3,-15%,i,3%
O=C(CNS(=O)(=O)c1cccc(F)c1)OCC(=O)N1CCCC1=O,19%,-10%,-4%,-16%,-8%,-28,3%,i,5%
Cc1nccn1-c1ncnc2sc3c(c12)CCCC3,-6%,17%,i,-24%,0%,8,6%,i,-1%
Cc1nn(CCCC(=O)N2CCc3ccccc3C2)c(=O)c2cc3sccc3n12,31%,-18%,-28%,22%,0%,-14,12%,i,15%
CCc1sc(C(=O)Nc2ccc3c(c2)OCO3)cc1C,16%,-6%,-23%,20%,-15%,-29,?,i,-2%
O=C(Cc1ccc(F)cc1)N[C@@H]1c2ccccc2CC[C@@H]1O,13%,4%,-9%,3%,-9%,11,-2%,i,-3%
CCN(CC)C(=O)CSc1nc(-c2ccco2)cc(C(F)(F)F)c1C#N,6%,5%,-7%[57.5 µM],9%,3%,15,?,i,-8%
CNC(=O)c1ccccc1Sc1ccccc1CO,-16%[1.82 µM],6%,i,11%,-9%,-4,24%,i,2%
Cn1c2c(c3ccccc31)CCSC2=O,-5%,15%,i,12%,9%,11,-9%,i,17%
COc1cc(OC)cc(C(=O)N2CCC(C(=O)c3ccc(F)cc3)CC2)c1,0%,10%,-23%,14%,-5%,-15,-16%,i,1%
C=CCn1c(COc2ccccc2C)nnc1SCC(=O)O,16%,10%,i,-9%,-7%,-4,8%,i,-20%
COc1cc(CNc2ccc(N3CCN(C(C)=O)CC3)cc2)ccc1OCc1ccccc1,16%,-10%,-23%,38%,3%,2,-13%,i,16%
